JMJD2A Tudor inh: blocks the human JMJD2A Tudor domain | O75164 | AlphaScreen JMJD2A-Tudor / H3K4me3 peptide binding | Potency, µM (highest dose often 114 µM), for the others: at the top dose activity change, negative = inhibition, most hits filed as inhibitors | actives 4.4% (n = 390,000); note: % is set by controls: 0 for no effect and ±100 for the full control effect; nearly all actives have a fitted effect of over 50% in size
GLS inhibitor: glutaminase GLS (human) inhibition; Potency, µM (titrated, usually from 45.5 µM), for inactives: top-dose activity change, negative = inhibition, hits mostly inhibitors; actives 0.21% (n = 410,000); GLS enzymatic activity, qHTS titration; O94925; note: % is set by controls: 0 for no effect and ±100 for the full control effect
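hKGA in 45 mM KH2PO4 (pH 8.2), 0.02% Tween-20 with compound, then 1mM L-Glutamine (stock as added) plus glutamate oxidase/HRP/Amplex red coupling mix. Fluorescence read initially and after 30 min at RT; signal change reflects glutamate formation.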
ERG-DNA inh: blocks human ERG Ets domain binding to DNA | P11308 | fluorescence polarization, His-ERG Ets domain / labelled DNA | Potency, µM (doses to about 76.9 µM), for inactives: at the highest dose FP activity, negative = inhibition, hits mostly inhibitors | actives 0.028% (n = 370,000) | AID 624246; active = well fitted inhibition curve with a large enough effect in the polarisation, with a control signal flat; inconclusive = small, poorly fitted or top-dose-only effect, or effect the other way, or a change in a side signal; inactive = no such curve, though single readings can be large or run the other way; the % refers to the polarisation;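 note: polarization taken with two DNA probes labelled with fluorescein and Texas red; % of control where 0% means no effect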
Target sequence (P11308 whole entry, looked up, the tested form may be a part): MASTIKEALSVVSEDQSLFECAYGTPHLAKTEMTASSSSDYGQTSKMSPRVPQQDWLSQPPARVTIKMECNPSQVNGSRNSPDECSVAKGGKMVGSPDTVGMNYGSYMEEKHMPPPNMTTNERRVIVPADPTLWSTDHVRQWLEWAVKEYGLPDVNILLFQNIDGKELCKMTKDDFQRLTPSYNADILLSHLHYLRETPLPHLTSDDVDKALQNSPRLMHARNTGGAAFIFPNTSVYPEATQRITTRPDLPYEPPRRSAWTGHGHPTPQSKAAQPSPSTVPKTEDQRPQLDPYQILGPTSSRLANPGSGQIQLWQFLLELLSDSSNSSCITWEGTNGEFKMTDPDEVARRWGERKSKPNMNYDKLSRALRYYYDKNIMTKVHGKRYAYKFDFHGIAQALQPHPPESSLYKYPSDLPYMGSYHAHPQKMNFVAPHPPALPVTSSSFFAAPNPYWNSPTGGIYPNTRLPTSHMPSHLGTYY
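His-tagged ERG Ets domain (1 uM in the protein solution; 300mM KCl, 50mM Tris-HCl, 1mM EDTA, 1mM DTT, pH 7.5) received compound, then a probe mix of 5 nM fluorescein-DNA and 100nM Texas-615-DNA. Fluorescence polarization was read for both dyes.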
12-LOX inh: ALOX12 (human) lipoxygenase inhibition; P18054; purified 12hLO, xylenol orange hydroperoxide absorbance; Potency, µM (top dose mostly 108 µM), inactives show at the highest dose activity change, negative = inhibition, usual class: inhibitors; actives 1.1% (n = 580,000); AID 1671190; note: % is set by controls: 0 for no effect and ±100 for the full control effect
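Purified human 12hLO at 150 nM in 25 mM Hepes, 0.01% Triton X-100, pH 7.0, preincubated 15 min at room temperature with compound. Reaction started with 40 uM arachidonic acid, 30 min at room temperature. Hydroperoxide measured by Fe-xylenol orange, 573/405 nm absorbance ratio.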
HP1b binding inh: HP1-beta chromodomain-methylated histone interaction inhibition | P83916 | AlphaScreen HP1-beta / biotin-H3K9me3 peptide binding | Potency, µM (highest dose often 114 µM), inactives show at the top dose activity change, negative = inhibition, actives largely listed as inhibitors | actives 0.56% (n = 390,000); note: nearly all actives have a fitted effect of over 70% in size; inactives centre near 23
Target sequence (P83916 whole entry, looked up): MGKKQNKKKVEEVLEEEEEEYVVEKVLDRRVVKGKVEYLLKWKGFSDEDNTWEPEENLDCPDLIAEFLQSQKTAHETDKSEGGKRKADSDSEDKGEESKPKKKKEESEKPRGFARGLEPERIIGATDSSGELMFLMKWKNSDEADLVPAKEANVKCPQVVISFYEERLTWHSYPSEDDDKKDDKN
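AlphaScreen: HP1-beta (50 nM) preformed 30 min with biotin-H3(1-18)K9me3 peptide (50 nM) in PBS pH 7.4, 0.01% Tween-20. Compound added for 30 min at RT, then streptavidin donor/nickel chelate acceptor beads (10 ug/mL) for 30 min.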
Pin1 inh: blocks the human prolyl isomerase Pin1; Q13526; Pin1 FP peptide displacement, HiFluor488, 10 min; Potency, µM (highest dose often 115 µM), inactives show at the top dose activity, negative = inhibition, most hits filed as inhibitors; actives 0.009% (n = 390,000); AID 504891; active = well fitted inhibition curve with a large enough effect in the polarisation, with a control signal flat, not every such curve was filed as active; inconclusive = small, poorly fitted or top-dose-only effect, or effect the other way, or a change in a side signal; inactive = no such curve, though single readings can be large or run the other way; the % refers to the polarisation; note: % is set by controls: 0 for no effect and ±100 for the full control effect
Target sequence (Q13526 whole entry, looked up): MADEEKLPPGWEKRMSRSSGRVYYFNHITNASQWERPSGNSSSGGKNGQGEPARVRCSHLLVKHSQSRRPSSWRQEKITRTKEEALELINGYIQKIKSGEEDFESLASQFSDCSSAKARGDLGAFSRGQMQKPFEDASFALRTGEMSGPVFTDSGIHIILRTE
rTrxR1 inhibitor: rat TrxR1 inhibition | recombinant rTrxR1, NADPH fluorescence consumption, selenite substrate | Potency, µM (series often up to 114 µM), without a hit: at the highest dose activity change, negative = inhibition, most hits filed as inhibitors | actives 1% (n = 390,000) | O89049 | AID 588453; note: % is set by controls: 0 for no effect and ±100 for the full control effect; nearly all actives have a fitted effect of over 65% in size
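Rat TrxR1 (90 nM in the dispensed reagent) was pre-reduced with 400 uM NADPH for 5 min at room temperature, then incubated with compound for 15 min. After 400 uM selenite was added, NADPH fluorescence (Ex 340/Em 450 nm) was followed for 8 min.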
RGS4 inh: human RGS4 inhibition; Potency, µM (titrated, usually from 114 µM), without a hit: at the top dose activity change, negative = inhibition, usual class: inhibitors; AID 504845; actives 0.039% (n = 390,000); Transcreener GDP fluorescence polarization, RGS4-accelerated GTP hydrolysis; P49798; note: % is set by controls: 0 for no effect and ±100 for the full control effect; nearly all actives have a fitted effect of over 75% in size; some results filed as inactive show a strong effect at the top dose
Target sequence (P49798 whole entry, looked up): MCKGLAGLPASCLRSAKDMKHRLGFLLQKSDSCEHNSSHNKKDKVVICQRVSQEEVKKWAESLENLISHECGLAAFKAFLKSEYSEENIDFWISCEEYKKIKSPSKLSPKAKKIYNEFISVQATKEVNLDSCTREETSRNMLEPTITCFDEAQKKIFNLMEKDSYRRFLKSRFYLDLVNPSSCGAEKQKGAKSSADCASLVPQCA
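MLSMR compounds (23 nl, pin-transferred) preincubated 10 min at room temperature with a 500nM (2x) first reagent, then RGS4 at 900nM (2x) plus Transcreener GDP mix added; fluorescence polarization (620/688 nm) read before and after 90 min at 30 °C.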
Tb PGK inh: blocks T. brucei phosphoglycerate kinase | P07378 | PGK/GAPDH coupled, Kinase-Glo luminescence, 60 min | Potency, µM (titrated, usually from 57.5 µM), for inactives: at the highest dose activity change, negative = inhibition, most hits filed as inhibitors | actives 0.043% (n = 380,000); note: % is set by controls: 0 for no effect and ±100 for the full control effect; nearly all actives have a fitted effect of over 60% in size
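Luminescent ATP detection (Kinase-Glo Plus) follows a 60-minute room-temperature incubation, with wells lacking PGK as controls. Buffer: 100 mM TEA (pH 7.6), 5 mM MgCl2, 0.01% Tween-20. Coupling enzyme GAPDH (100 nM final) supplies unstable 1,3-BPG in-well.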
Active calls of the source: *; i = inactive; ? = inconclusive; · = not tested or not shown; [ ] = remark or other dose. Unless noted, calls come from the whole dose curve; as a rule, active = well fitted curve in the direction sought with a large enough effect; inconclusive = small, poorly fitted or top-dose-only effect, or another doubt; inactive = no such curve, though single readings can be large; an effect the other way counts as inactive or inconclusive. Potency is the fitted concentration of half-maximal effect. A portion of the library, so the mix of outcomes need not match the whole.

SMILES	JMJD2A Tudor inh	GLS inhibitor	ERG-DNA inh	12-LOX inh	HP1b binding inh	Pin1 inh	rTrxR1 inhibitor	RGS4 inh	Tb PGK inh
C/C(=N\NC(=O)c1ccc(N/N=C(\C)c2ccc(O)cc2)cc1)c1ccc(O)cc1	-17%	42%[activator]	11%	-14%	29%	2%	-14%	-44%	-9%
CCCOc1ccc(C(=O)Nc2ccc(CN3CCOCC3)cc2)cc1	-5%	-9%	1%	?	13%	0%	9%[57.1 µM]	-11%	-11%
CSCCC(NS(=O)(=O)c1ccc(C)cc1)C(=O)NNC(=O)c1csc(N2CCOCC2)n1 (centres undefined)	-16%	31%[activator]	18%	-4%	51%[activator]	-2%	17%	-3%	-2%
CCN1CCN(CCCNC(=O)C2c3ccccc3C(=O)N(c3ccc(OC)cc3)C2c2ccc(OC)cc2)CC1 (centres undefined)	-17%	-4%	-1%	-19%	22%	-2%	?	21%	-5%
CSC1=C(C#N)C(=O)NC(c2ccc(Cl)cc2)S1 (centres undefined)	-20%	19%	1%	0%	-4%	-2%	?	1%	10%
COc1ccccc1/C=C/C(=O)NC(=S)Nc1ccccn1	-24%	-6%	4%	3%	46%[activator]	14%	18%	-5%	i
Cc1ccc[n+](CC(=O)Nc2ccc([N+](=O)[O-])cc2Cl)c1	-1%	3%	-2%	-2%	27%	-2%	-15%	4%	3%
NC(=O)CC(NC(=O)c1cccc(Br)c1)c1ccc(NC2CCC2)c([N+](=O)[O-])c1 (centres undefined)	-31%	-2%	2%	?	5%	8%	5%[57.1 µM]	-10%	2%
O=C(Nc1ccccc1)OCCc1ccccn1	-14%	7%	0%	-6%	12%	-3%	-12%	-2%	-3%
NC(=O)C1(N2CCCCC2)CCN(C(=S)Nc2cc(F)cc(F)c2)CC1	-6%	19%	-8%	-13%	31%	2%	?	12%	-15%
O=C(CN1CCOCC1)n1c2c(c3ccccc31)CCCC2	-5%	-22%	5%	-5%	13%	0%	12%[57.1 µM]	-11%	-6%
O=C(Cn1c(=O)n(-c2ccccc2)c(=O)c2sc3ccccc3c21)NC1CCCC1	-16%	1%	1%	-12%	49%[activator]	-3%	18%	-20%	i
COc1ccc(NC(=O)c2sc3nc[nH]c(=O)c3c2C)cc1OC	-7%	-2%	1%	-1%	18%	0%	22%[57.1 µM]	-6%	-6%
O=C(Nc1ccc(O)c(C(=O)O)c1)Oc1ccccc1	-21%	21%	2%	-16%	29%	2%	46%[activator][57.1 µM]	-18%	-4%
Cc1onc(-c2ccccc2)c1C(=O)NC(=S)NNC(=O)c1ccccc1O	79µM*	3%	0%	?	-6%	-2%	-20%[57.1 µM]	-21%	-6%
COc1cc(C(=O)Nc2scc(-c3ccc(Br)cc3)c2C(=O)O)cc(OC)c1OC	-9%	8%	3%	-62%	21%	-19%	9%	-2%	i
COc1ccc(CN2C3CCC2CC(NC(=O)c2cccc(F)c2)C3)cc1 (centres undefined)	5%	-1%	2%	?	61%[activator]	-1%	19%	-7%	-9%
O=C(NCCc1ccccc1)c1cnc2sc(N3CCCCC3)nn2c1=O	-9%	8%	3%	-11%	36%	17%	13%[57.1 µM]	19%	1%
COc1cc2[nH]c(=S)n(C3CCCC3)c(=O)c2cc1OC	1%	-17%	-11%	-30%	31%	-4%	-1%	-31%	i
COC(=O)c1[nH]c2ccccc2c1NS(=O)(=O)c1ccc(OC)cc1OC	-9%	46%[activator]	-2%	-12%	24%	-2%	6%	-38%	-1%
Cc1ccc(C)c(NC(=O)CC2Sc3ccccc3NC2=O)c1 (centres undefined)	-6%	14%	8%	-14%	20%	-10%	6%[11.4 µM]	2%	10%
Cc1c(C(=O)NCc2ccccc2)cnn1-c1ccccc1	2%	9%	11%	i	28%	-4%	6%[57.1 µM]	30%	-10%
COc1ccc(Cl)cc1C(=O)Nc1ccc2oc(-c3ccc(C(C)(C)C)cc3)nc2c1	-11%	0%	-4%	-4%	12%	-6%	4%	-35%	·
CN1CCN(/N=C/c2cccc(Cl)c2Cl)CC1	?	6%	5%	8%	-16%	-5%	14%	1%	8%
Cc1cccc(-c2nc3ccccc3c(=O)n2NC(=O)Cc2ccc(Cl)cc2)c1	-14%	-2%	-1%	-10%	16%	-13%	11%	3%	-9%
SMILES	JMJD2A Tudor inh	GLS inhibitor	ERG-DNA inh	12-LOX inh	HP1b binding inh	Pin1 inh	rTrxR1 inhibitor	RGS4 inh	Tb PGK inh
CC(C)OCCCNC(=O)c1cc(S(=O)(=O)N2CCc3ccccc32)cn1C	0%	1%	-9%	20%	26%	4%	-13%[57.1 µM]	-13%	-4%
COCCNC(=O)c1cc2c(-c3ccc(Cl)cc3)nn(C)c2s1	-15%	3%	-6%	0%	68%[activator]	2%	1%	-13%	-6%
CCOc1cc(N2CCOCC2)c(OCC)cc1NC(=O)COC(=O)COc1cc(C)cc(C)c1	-21%	2%	-1%	-7%	15%	1%	15%	-5%	-3%
CC(C)c1ccc(N(CC(=O)NC(C)(C)C)C(=O)CCC(=O)Nc2nccs2)cc1	-8%	-1%	7%	0%	24%	-7%	22%	7%	-9%
COc1c(O)ccc(/C=C(\C#N)c2nc3ccccc3[nH]2)c1[N+](=O)[O-]	?	19%	6%	?	?	1%	-14%	-9%	-1%
CC(=O)N1CCc2c(sc3c2c(=O)n(-c2ccccc2)c(=O)n3Cc2cccc(C(F)(F)F)c2)C1	-23%	3%	-3%	-20%	36%	9%	5%	-4%	-5%
O=C(NCc1n[nH]c(=S)n1-c1ccc(F)cc1)c1ccc(S(=O)(=O)N2CCCC2)cc1	28µM*	13%	·	?	19%	0%	?	-34%	-7%[11.5 µM]
O=C(Cc1ccccc1)Nc1nonc1NC(=O)c1ccccc1	0%	16%	8%	-17%	42%	0%	9%[57.1 µM]	-18%	6%
Cc1ccc2c(c1)C(=O)C(=O)N2CC1COc2ccccc2O1 (centres undefined)	?	2%	3%	-8%	?	1%	24%	-40%	i
O=C(NCCCN1CCCCCC1)c1ccc2c(c1)NC(=O)C(N1CCOCC1)S2 (centres undefined)	-16%	6%	-8%	449%[activator]	27%	-1%	?	-5%	-4%
CN1CCc2nc(SCC(=O)Nc3cccc(F)c3)c(C#N)c(-c3cccs3)c2C1	?	2%	-2%	?	-21%	?	5µM*	?	·
CCCCn1c(N)c(N(CCC(C)C)C(=O)C2=COCCO2)c(=O)[nH]c1=O	0%	-9%	-4%	7%	14%	-4%	-6%	-18%	8%
COc1ccc(-c2noc(COc3ccc(Cl)c(C)c3)n2)cc1	-1%	-3%	-7%	2%	60%[activator]	-1%	18%	-9%	i
O=C(Nc1nnc(S(=O)(=O)N2CCN(c3ccc(F)cc3)CC2)s1)c1ccc(Cl)cc1	-14%	-1%	-2%	2%	28%	3%	37%[11.4 µM]	7%	1%
COc1ccc(OCc2n[nH]c(=S)o2)cc1	?	1%	12%	-25%	3%	2%	9%[57.1 µM]	-43%	i
CC(=O)N1Cc2ccccc2CC1C(=O)OCC(=O)c1c(N)n(C)c(=O)n(C)c1=O (centres undefined)	-19%	7%	7%	-17%	19%	0%	4%	9%	-6%
CCOc1ccc(C2Nc3ccccc3NC3=C2C(=O)CC(C)(C)C3)cc1OC (centres undefined)	-12%	-20%	13%	i	29%	-6%	9%[57.1 µM]	-7%	0%
CCOC(=O)C1CCN(C(=O)COC(=O)C2CCN(S(=O)(=O)c3ccc(C)c(C)c3)CC2)CC1	-14%	3%	-8%	6%	27%	7%	0%	13%	5%
CC1C(=O)Nc2ccccc2N1C(=O)c1ccc(O)cc1 (centres undefined)	-12%	-3%	8%	0%	14%	-1%	-2%	15%	i
O=C(CCc1nc2ccccc2c(=O)[nH]1)Nc1nnc(SCc2ccccc2)s1	-8%	18%	8%	?	11%	15%	7%	-4%	-4%
COc1ccc(NC2CCCN(C(=O)CCN3Cc4ccccc4C3=O)C2)cc1 (centres undefined)	-25%	4%	-6%	7%	5%	0%	10%	-5%	i
COC(=O)[C@H](C)[C@H]1C[C@]1(C)[C@H](NC(=O)OCc1ccccc1)c1ccccc1	9%	1%	6%	0%	85%[activator]	0%	19%	-9%	0%
CC(=O)Nc1ccc(S(=O)(=O)N2CCN(CCCOc3ccccc3Cl)CC2)cc1	6%	·	-1%	-19%	40%[activator]	-2%	-21%	22%	-1%
Cc1ccc(N(CC(=O)N2CCOCC2)S(=O)(=O)c2ccccc2)cc1	3%[57.1 µM]	2%	2%	0%	62%[activator]	-8%	-1%	0%[56.9 µM]	5%
COc1ccccc1-c1cc(C(=O)NC(C)C)no1	1%	1%	2%	9%	46%[activator]	-2%	10%	17%	-4%
CCOc1ccc(N(CC(=O)N/N=C/c2cc([N+](=O)[O-])ccc2Cl)S(C)(=O)=O)cc1	?	-18%	-17%	9%	26%	0%	8%[57.1 µM]	-6%	-2%

Profiles, looked up by structure.
Entry for `CCCCn1c(N)c(N(CCC(C)C)C(=O)C2=COCCO2)c(=O)[nH]c1=O` : JMJD2A Tudor inh: 0%; GLS inhibitor: -9%; ERG-DNA inh: -4%; 12-LOX inh: 7%; HP1b binding inh: 14%; Pin1 inh: -4%; rTrxR1 inhibitor: -6%; RGS4 inh: -18%; Tb PGK inh: 8%
Entry for `CC1C(=O)Nc2ccccc2N1C(=O)c1ccc(O)cc1` (centres undefined) : JMJD2A Tudor inh: -12%; GLS inhibitor: -3%; ERG-DNA inh: 8%; 12-LOX inh: 0%; HP1b binding inh: 14%; Pin1 inh: -1%; rTrxR1 inhibitor: -2%; RGS4 inh: 15%; Tb PGK inh: i

Screening results from PubChem BioAssay.
